# Dengue-2 NS5 capping – flavivirus cap methylation enzyme inhibition – biochemical, confirmation dose response, primary screen (AID 588689) | Dengue-2 NS5 methyltransferase capping enzyme assay, biochemical; higher % means a stronger effect | one-dose inhibition, % at 25 µM; IC50 in µM for titrated hits | 340,000 compounds, 0.3% hits; in the data active means a potency from the dose series; inconclusive means inhibition above about 29% without an active follow-up result
# UTI89 phage lysis – protection from phage-mediated lysis, alamar blue read-out – E. coli UTI89, K1F phage, bacterial capsule biogenesis inhibitors (AID 488966); E. coli UTI89 K1F phage lysis, alamar blue, 2 h; higher % means a stronger effect; inhibition, % at 100 µM; hits with a dose series show IC50 in µM; 340,000 compounds, 0.02% hits;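 active means phage lysis inhibition, versus mean bacterial control, above a set limit; inconclusive means no clear call, values can overlap the other calls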;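 further: capsule biogenesis inhibitors block K1F phage lysis so surviving cells raise fluorescence; higher fluorescence means more inhibition of phage lysis; actives were called in the ten point dose series up to 300 µM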
# Large T inhibition – TAg ATPase/helicase activity blockers – biochemical (AID 1903). SV40 large T antigen ATPase/helicase inhibition assay; higher % means a stronger effect. 310,000 compounds, 0.39% hits. one-dose inhibition, % at 20 µM; IC50 in µM for titrated hits; in the data active means a potency from the dose series; inconclusive means inhibition mostly from about 32% at the one dose, without a potency; inactive means the rest, 99 in 100 with inhibition below about 32%; further: strong numbers were not always called active
# NTR1 ag – agonists of NTR1, primary screen, imaging, U2OS cells, beta-arrestin-GFP, high content (AID 493036). NTR1-U2OS beta-arrestin-GFP spot imaging, agonist mode. activation, % at 20 µM. 330,000 compounds, 0.17% hits;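 active means activation at or above 40% of the spot to cytoplasm intensity ratio, with at least 20 cells analyzed; inconclusive means wells under 20 cells, flagged as cytotoxic or low count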;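 further: 0% = DMSO without peptide and 100% = 100 nM NTR1 peptide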
# Target sequence (P30989 whole entry, looked up): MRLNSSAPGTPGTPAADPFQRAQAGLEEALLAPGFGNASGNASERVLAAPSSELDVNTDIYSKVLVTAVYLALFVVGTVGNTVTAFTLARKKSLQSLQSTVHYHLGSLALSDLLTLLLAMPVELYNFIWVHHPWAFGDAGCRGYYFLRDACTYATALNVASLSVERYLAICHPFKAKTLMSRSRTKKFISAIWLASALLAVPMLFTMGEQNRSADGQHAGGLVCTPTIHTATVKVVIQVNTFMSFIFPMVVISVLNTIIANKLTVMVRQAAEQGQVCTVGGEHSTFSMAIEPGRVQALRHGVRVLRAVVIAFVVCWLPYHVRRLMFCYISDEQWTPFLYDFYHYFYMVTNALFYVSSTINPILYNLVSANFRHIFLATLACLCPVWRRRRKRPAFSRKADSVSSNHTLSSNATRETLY
# T cell HTS – T cell immune modulators affecting CD8 T cell-vesicle binding; calls only at 7 µM; 330,000 compounds, 0.068% hits; AID 2052; 2C CD8+ T cell-vesicle binding, flow cytometry; active compounds read low;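 active means response, share of CD8 T cells binding vesicles, and their 90th percentile fluorescence all below set limits, cut at about 80% in these data, passing the limit was not always enough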
#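 Incubation: binding step 1.5 h, 37 °C, antibody labelling 20 min, ice; system: murine 2C transgenic CD8+ T lymphocytes; technique: cytometric PE anti-B7-1 and Alexa647 anti-CD8 signals after 1% paraformaldehyde fixation; also added: QL9-charged Drosophila Ld/ICAM-1/B7-1 vesicles; control set: naked versus QL9-loaded vesicles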
# RSV antiviral HEp-2 – inhibition of RSV-induced cytopathic effect – HEp-2 cells, primary 10 µM value included (AID 2391); HEp-2 cells, RSV-induced CPE inhibition; higher % means a stronger effect; one-dose CPE inhibition, % at 10 µM; IC50 in µM for titrated hits; 310,000 compounds, 0.13% hits; in the data active means a potency from the dose series; inconclusive means CPE inhibition mostly from about 23% at the one dose, without a potency; inactive means the rest, 99 in 100 with CPE inhibition below about 21%; further: strong numbers were not always called active
# Salmonella PhoP GFP – PhoP-dependent GFP reporter repression – Salmonella Typhimurium, primary screen (AID 1863); S. Typhimurium PhoP-regulated promoter GFP reporter, 4 h; higher % means a stronger effect; one-dose inhibition, % at 50 µM; IC50 in µM for titrated hits; 300,000 compounds, 0.16% hits;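 active means inhibition over 29.93%, a cutoff 3 SD above the screen mean, later confirmed by dose response; inconclusive means inhibition over 29.93% but no dose response follow-up; inactive means inhibition at most 29.93% or unconfirmed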;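 further: 0% = low Mg2+ inducing control and 100% = high Mg2+ repressing control; strong numbers were not always called active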
# West Nile antiviral – inhibition of WNV-induced cytopathic effect – cell-based, CPE readout (AID 1621); 290,000 compounds, 0.02% hits; CPE inhibition, % at 10 µM; hits with a dose series show IC50 in µM; West Nile virus-infected cells, CPE inhibition; higher % means a stronger effect; in the data active means a potency from the dose series; inconclusive means CPE inhibition mostly from about 3.7% at the one dose, without a potency; inactive means the rest, 99 in 100 with CPE inhibition below about 2.2%; further: strong numbers were not always called active
# Rac1 GTP hydrolysis – MgcRacGAP GTPase-activating activity inhibitors, confirmation, biochemical, ADP Hunter fluorescence | MgcRacGAP-stimulated Rac1 GTP hydrolysis, ADP Hunter fluorescence; higher % means a stronger effect; GST-tagged Rac1 F28L mutant substrate | inhibition, % at 30 µM, or IC50 in µM where a hit was titrated | AID 624330 | 340,000 compounds, 0.6% hits;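 active means first-screen hits whose inhibition reached a set limit at any dose in the follow-up dose series; inconclusive means inhibition above the set first-screen limit but never retested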;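 further: fluorescence reports GDP produced by GAP-driven GTP hydrolysis; strong numbers were not always called active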
# T cell HTS vesicle-bound % – further read-out of T cell HTS, marked with its call; double positive events, %; measured here: CD8+ vesicle-bound cell fraction;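 binding gate set so that unloaded-vesicle control wells show 10% double positive cells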
# NTR1 ag cell count 20 µM – further read-out of NTR1 ag, marked with its call; cell count; measured here: cell count, cytotoxicity flag
# Active calls of the source: *; i = inactive; ? = inconclusive; / = not tested or not shown; [ ] = another dose, or the depositor's remark. Outcome played no part in choosing rows; any-hit rate near 1.5%.
mol,Dengue-2 NS5 capping,UTI89 phage lysis,Large T inhibition,NTR1 ag,NTR1 ag cell count 20 µM,T cell HTS,T cell HTS vesicle-bound %,RSV antiviral HEp-2,Salmonella PhoP GFP,West Nile antiviral,Rac1 GTP hydrolysis
CCn1c(SCc2ccc(Cl)cc2Cl)nc2nc3c(cc2c1=O)CCCC3,-5%,-0.3%,4%,44*,56*,i,28,2.8%,4%,?,1%
O=C(O)C1C2CCC(O2)C1C(=O)Nc1ccc(F)c(Cl)c1 (centres undefined),-5%,0.2%,9%,1.1,62,i,54,3.5%,0%,-0.1%,8%
O=C(CNS(=O)(=O)c1ccc(Br)s1)NCCc1ccc(Cl)cc1,-2%,-0.2%,2%,0.7,47,i,55,1.7%,-12%,-0.1%,1%
Cc1ccsc1CN(C(=O)c1ccccc1)C1CCS(=O)(=O)C1 (centres undefined),-3%,0.0%,4%,0.0,84,i,63,0.5%,3%,-0.5%,6%
COC(=O)CN(c1ccc(C)cc1)S(=O)(=O)c1ccc(F)cc1,8%,1.4%,10%,-1.5,91,i,35,-0.1%,10%,0.4%,3%
CSCC[C@H](NC(=O)OC(C)(C)C)c1nnc(SCC(=O)N(C)C)o1,0%,5.2%,10%,1.0,52,i,39,0.0%,-2%,0.0%,3%
CCCCN1CC(C(=O)NCc2ccc(C)cc2)CC1=O (centres undefined),-1%,4.9%,7%,-0.2,50,i,45,1.1%,3%,-0.1%,12%
CC(C)(C)NC(=O)CCN(/N=C/c1ccccc1)C1=NS(=O)(=O)c2ccccc21,-4%,-0.3%,2%,3.2,40,i,34,5.7%,11%,-0.3%,5%
CCCCN(CC)C(=O)Cc1ccc(Br)cc1,-4%,5.3%,7%,0.5,55,i,43,1.7%,-11%,-1.2%,-11%
Cc1ncc(CO)c(CNc2ccc(Oc3ccccc3)cc2)c1O,-4%,0.3%[50 µM],17%,-1.8,86,i,34,2.8%,9%,-1.6%,10%
Cc1nn(-c2nnc(C)c(=O)[nH]2)c(C)c1SCC(=O)Nc1ccc(F)cc1,-6%,1.2%,-1%,0.3,33,i,15,1.1%,-9%,-0.2%,15%
COc1ccc2cc(CCNC(=O)c3ccc(S(=O)(=O)N4CCCC4)cc3)c(=O)[nH]c2c1,-3%,0.0%,23%,-0.1,39,i,35,0.9%,9%,-0.2%,4%
CCCCC1(C)OC(=O)C(=Cc2ccc(N(CC)CC)cc2)C(=O)O1 (centres undefined),1%,9.8%,1%,-0.6,29,i,40,1.6%,-1%,0.1%,7%
CC1(CCC(=O)N2CCCC(Nc3ccc(F)cc3)C2)CC1 (centres undefined),-5%,0.1%,9%,1.0,50,i,5,1.9%,-5%,-0.9%,9%
Cc1cccc(C(=O)OCC(=O)Nc2ccc(F)cc2)c1,-4%,0.3%,7%,-1.1,49,i,24,0.6%,1%,0.2%,7%
O=C(Nc1c(-c2ccccc2)nc2ccccn12)c1cccc(F)c1,-3%,0.3%,8%,-0.2,102,i,20,0.1%,4%,-0.5%,3%
Cc1nc2ncnn2c(C)c1Cc1ccccc1Cl,-3%,-0.2%,-1%,-0.7,71,i,40,1.9%,5%,-0.2%,2%
CCc1nnc(NS(=O)(=O)c2ccc(NC(=S)NC(=O)c3ccc(OC)c(OC)c3)cc2)s1,6%,0.8%,18%,-1.8,104,i,28,6.8%,-27%,0.0%,7%
COCC(=O)N(CCc1ccc(OC)cc1)Cc1nc2ccccc2c(=O)[nH]1,-1%,0.7%,4%,0.5,57,i,15,1.3%,-1%,0.0%,-1%
CCN(Cc1ccccc1)C(=O)C1CCN(Cc2sccc2C)CC1,5%,5.6%,-1%,0.0,52,i,42,-0.1%,-11%,-1.4%,25%
COc1ccc(CC(NC(C)=O)C(=O)NC2CCN(c3nnnn3-c3ccccc3)CC2)cc1 (centres undefined),-8%,1.6%,24%,-1.3,65,i,61,0.8%,1%,-0.1%,-6%
O=C(O)c1cccc(Nc2nc(Nc3ccccc3)nc(N3CCCC3)n2)c1,-6%,-1.7%,28%,0.2,47,i,45,1.3%,2%,2.2%,5%
CC(C)(C)c1cc(OC(=O)c2ccccc2F)ccc1O,-3%,-2.8%,26%,7.7,46,i,44,1.3%,-4%,-0.6%,0%
O=C1CC(C(=O)N2CCCc3ccccc32)CN1c1ccc(Cl)cc1 (centres undefined),-10%,-0.2%,5%,-1.9,32,i,15,3.1%,-6%,0.1%,8%
COc1ccc(N(CC(=O)Nc2c(C)n(C)n(-c3ccccc3)c2=O)S(=O)(=O)c2ccc(F)cc2)cc1,0%,-4.1%,2%,1.9,51,i,41,0.7%,4%,1.4%,-9%
CCOc1ccc(C(=O)CCCC(=O)c2ccc(OCC)cc2)cc1,0%,0.2%,-1%,-0.9,49,i,2,1.6%,1%,-0.5%,-1%
O=C(Nc1ccc(Cl)c(Cl)c1)Nc1nnc(-c2ccncc2)s1,4%,2.6%[50 µM],16%,/,/,i,44,38%,10%,-0.8%,8%
O=C(NCc1cccnc1)c1ccc2c(c1)C(=O)N(Cc1ccccc1)C2=O,10%,0.8%[50 µM],24%,0.7,65,i,24,0.3%,-3%,0.2%,9%
CC(C)CNC(=O)NC1(C(F)(F)F)Oc2ccccc2O1,-5%,0.6%,4%,0.3,74,i,51,1.2%,-5%,0.2%,8%
Cc1nc(NC(=O)COC(=O)C2CC3CCCC(C2)C3=O)c(Cl)cc1Cl (centres undefined),7%,0.1%,/,0.3,72,i,36,/,/,/,7%
COc1ccccc1-n1cc(-c2ccccc2)[nH]c1=S,-7%,0.0%,14%,0.7,56,i,20,1.3%,-6%,-1.1%,12%
O=C(CN1CCOCC1)NNC(=S)Nc1ccccc1,-9%,11%,4%,1.2,43,i,6,1.1%,-6%,0.3%,-3%
CCOc1ccc(OCC)c(NC(=O)CNS(=O)(=O)c2cccs2)c1,0%,0.8%,15%,0.2,74,i,60,3.8%,-2%,-0.6%,8%
CC1CCN(S(=O)(=O)c2ccc(S(=O)(=O)NCc3ccccc3)cc2)CC1,-4%,7.1%,10%,3.3,70,i,14,0.9%,-3%,0.7%,8%
CC1(C)CC(C)(c2ccc(O)cc2O)N(c2ccc3ccccc3c2)C(=S)N1 (centres undefined),-1%,-0.1%,11%,0.5,48,i,53,8.7%,3%,1.2%,18%
Cc1cccc(C(=O)NC(C)C(=O)NC(c2nc3ccccc3[nH]2)C(C)C)c1 (centres undefined),-6%,0.7%[50 µM],/,-0.6,75,i,68,0.9%,/,/,10%
O=C(NCC(c1ccco1)N1CCc2ccccc2C1)C(=O)Nc1ccccc1F (centres undefined),-12%,0.9%[50 µM],10%,3.5,61,i,36,4.0%,-3%,/,5%
CCCCCCCOC(=O)c1ccc(OC(=O)c2cccnc2)cc1,-9%,-0.1%,22%,2.7,57,i,45,3.1%,15%,0.2%,18%
Cc1c(Cl)cccc1NC(=O)NCc1cccnc1,3%,0.1%,14%,1.1,46,i,65,0.3%,6%,0.1%,8%
CCC1Sc2ccc(S(=O)(=O)CCC(=O)Nc3ccc(C(=O)OC)cc3)cc2NC1=O (centres undefined),-9%,0.2%,7%,0.1,69,i,36,1.9%,5%,0.2%,10%
C=CCOC(=O)C1=C(C)N=C2SCCC(=O)N2C1/C=C/c1ccccc1 (centres undefined),-13%,0.4%,16%,1.5,76,i,56,2.5%,5%,-0.6%,1%
Cc1ccc(C(=O)n2c3ccccc3c3ccccc32)cc1,-12%,0.1%,16%,3.5,65,i,34,-0.8%,4%,1.3%,8%
Cc1cc(Oc2ccc(=O)n(C)n2)nc(SCc2ccccc2)n1,-4%,-0.5%,12%,0.7,34,i,6,0.0%,5%,-0.9%,4%
CCC(=O)Nc1ccc(C(=O)NNC(=O)c2ccccc2)cc1,-7%,0.5%,29%,-0.1,49,i,29,0.8%,-6%,0.8%,4%
CCCOc1ccc(CSc2n[nH]c(C)n2)cc1,4%,0.6%,9%,2.0,52,i,6,-0.2%,-6%,-0.5%,10%
CCc1ccc(-c2csc(-c3c[nH]c4ccccc34)n2)cc1,-9%,2.4%,8%,14,54,i,39,?,-6%,-1.9%,9%
COC(=O)[C@@]1(Cc2ccc(F)cc2)[C@H]2c3cc(C(=O)N(C)C)n(Cc4c(CO)[nH]cc(C)c4=O)c3C[C@H]2CN1C(=O)c1ccccc1,/,/,0%,2.1,84,i,8,-1.9%,1%,-1.4%,/
CC(=O)N1CCN(c2ccc(NC(=O)c3ccccc3)cc2)CC1,-2%,4.1%,13%,-1.3,67,i,62,0.8%,-1%,-0.1%,12%
COc1ccc(/C=C/c2nc(-c3ccccc3O)n(-c3ccccc3)n2)cc1,-2%,0.6%[50 µM],-1%,2.5,68,i,21,1.6%,-4%,-0.6%,-1%
Cc1ccc(S(=O)(=O)Nc2cccc(-c3cn4ccsc4n3)c2)cc1,-2%,-0.6%,19%,2.0,34,i,15,16%,5%,-0.3%,0%
CCOc1ccc(S(=O)(=O)N(C)C2CCCCC2)cc1,1%,0.0%,8%,2.5,54,i,33,12%,6%,-0.5%,7%
CCOC(=O)C1CCN(C(=O)CSCCSCC(=O)N2CCC(C(=O)OCC)CC2)CC1,4%,0.7%,4%,0.1,46,i,25,-0.1%,9%,0.2%,12%
Nc1nonc1C(=O)NCCNS(=O)(=O)c1ccc(Br)cc1,-1%,3.1%,2%,0.0,55,/,/,0.6%,9%,-1.0%,4%
CC(=O)c1ccc(N2CCN(S(=O)(=O)c3cc(-c4cc(C)no4)ccc3C(C)C)CC2)cc1,2%,-0.1%,13%,0.3,48,i,48,?,-4%,0.3%,2%

# From PubChem
